Bioassay records: PubChem BioAssay, Broad Institute
ARNT-TACC3 inh: disruptors of ARNT/TACC3 protein interaction, primary screen, biochemical, AlphaScreen, single concentration. Transforming acidic coiled-coil-containing protein 3 (Homo sapiens), Q9Y6A5. AlphaScreen His-ARNT PAS-B/GST-TACC3 binding, luminescence; TACC3 fragment carries E629A point mutation. inhibition, % at 9.99 µM. 0.66% of 390,000 active. AID 623870, 2012;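 active = mean inhibition of replicates at least 50% and at least half of replicates each reaching 50%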;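 also: 0% = complete ARNT plus TACC3 wells and 100% = ARNT alone without TACC3; many hits fall short of the cut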
PAX8 reporter: inhibitors of PAX8-driven TPO luciferase reporter, primary screen, RMG-I cells, single concentration. SteadyGlo, 24 h. inhibition, % at 12.6 µM. 1.2% of 360,000 active;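 active = mean replicate inhibition at least 60% with every replicate also reaching 60%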;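 also: luciferase light reporting Pax8 driven TPO promoter activity; plate controls were median of neutral control wells for no effect and mitoxantrone controls for full effect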
PGC1a acetyl inh: inhibitors of PGC1a acetylation signal, primary screen, cell-based, U2OS, AlphaScreen, inhibitor mode. inhibition, % at 15.6 µM. 0.17% of 350,000 active. AlphaScreen anti-acetyl-lysine; with virally co-expressed GCN5 acetyltransferase;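 active = every replicate shows inhibition of at least 40%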;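 also: 0% = neutral control wells and 100% = positive control wells; some results beyond the cut were filed as inactive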
LGR2 inh: inhibitors of bursicon-induced LGR2 CRE-luciferase signal, primary screen, cell-based, HEK293, CRE-luciferase reporter, bursicon stimulation | Drosophila bursicon receptor LGR2 (rickets) | AID 720647, 2013 | 0.35% of 380,000 active | inhibition, % at 9.99 µM | bursicon-stimulated, 4 h;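 active = drop in luminescence signal, shown as inhibition above about 50% in the replicate tests, limit read from the data, passing the limit was not always enough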;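 also: agonist challenge used bursicon conditioned medium at about half maximal strength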
Cneo AK release: Cryptococcus neoformans cell lysis inducers, primary screen, AK release luminescence, single concentration. C. neoformans lysis, adenylate kinase release luminescence, 4 h; normalised: neutral wells 0, clomiphene wells 100. lysis activity, % at 15 µM. 0.2% of 360,000 active;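 active = mean lysis activity across replicates of at least 80%, whatever share of replicates individually reach that level; inactive = mean lysis activity below 80%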
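Material: C. neoformans cells | Amount: Yeast cell density of 5 × 10^6 cells/mL | Medium: Fresh YPD growth medium | Dosing: Single dose | Times: Static 4 h at 37 °C with compound, 1 h detection | Detection: AK luminescence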
Statin myotox sup: suppressors of statin myotoxicity in C2C12 myotubes, primary screen, cell-based, single point, plate reader | rescue of ATP level, % at 7.49 µM | 0.78% of 330,000 active | C2C12 myotubes + simvastatin, ATP luminescence, 48 h; scaled: DMSO 0, geranylgeraniol control 100 | AID 602340, 2012;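 active = mean ATP rescue above about 67%, or every replicate alone reaching that limit, limit read from the data, passing the limit was not always enough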;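 also: myotubes were challenged with 10 µM simvastatin during compound exposure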
GSIS activator: GLuc luminescence reporter in INS-1E cells, primary screen for activators of glucose-dependent secretion of insulin. INS-1E GLuc reporter insulin secretion, 2-3 h. activation, % at 16.6 µM. 0.61% of 370,000 active. AID 743287, 2014;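 active = lowest replicate activation of at least 40%, so every replicate reaches that level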;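 also: 0% = median of neutral control wells and 100% = median of IBMX positive control wells; some compounds called inactive have numbers as strong as hits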
PglD inh: C. jejuni PglD acetyltransferase inhibitors, primary screen, biochemical, DTNB colorimetric, single point | AID 602405, 2012 | inhibition, % at 12.5 µM | 0.098% of 360,000 active | purified PglD enzyme, DTNB colorimetric CoA detection; in the data active = inhibition above about 16%, passing the limit was not always enough; also: strong numbers were not always called active
The depositor's hits bear a star; nt = no result given; & = joins results of further samples.

Preview, 16 compounds:
SMILES	ARNT-TACC3 inh	PAX8 reporter	PGC1a acetyl inh	LGR2 inh	Cneo AK release	Statin myotox sup	GSIS activator	PglD inh
CC(C)(C)c1cn(-c2ccc(F)cc2)c(=S)[nH]1	-9	nt	21	nt	3	-4	nt	-2
CN(C)C(=O)c1ccc(-c2ccc(C3[C@@H]4CN(Cc5cncnc5)C[C@H]3N4)cc2)cc1 (some centres not stated)	nt	-11	7	-17	nt	nt	6&-4	nt
COC(=O)c1ccccc1NC(=O)CNC(=O)c1ccc(OC)c(OC)c1	-9	3	nt	8	nt	nt	17	nt
COc1ccc(Br)cc1S(=O)(=O)N(CC(=O)N1CCN(C)CC1)c1ccccc1	-1	-1	-10	0	5	4	23	1
COCC(=O)Nc1ccc2c(c1)OC[C@@H](C)N(Cc1ccccc1C(=O)O)C[C@@H](C)[C@H](OC)CN(C)C2=O	nt	-6	21	-8	-3	-2	5	2
CCC(C)n1c(NC(=O)c2ccccc2)c(C#N)c2nc3ccccc3nc21 (configuration not stated)	nt	nt	17	-7	-1	nt	-45	-8
C[C@@H]1CN([C@@H](C)CO)C(=O)Cc2cc(NS(=O)(=O)c3cn(C)cn3)ccc2O[C@@H]1CN(C)C	-5	4	8	0	1	-10	15	3
COCCNC(=O)[C@H]1[C@H](CO)[C@H]2Cn3c(ccc(-c4ccccc4)c3=O)[C@@H]1N2C	-4	-7	5	-10	-3	2	2	5
CN(Cc1ccco1)C(=O)C(Cc1ccccc1)NS(=O)(=O)c1ccc2c(c1)CCC(=O)N2 (configuration not stated)	-8	-8	-15	8	-2	-4	16	5
COc1ccc(S(=O)(=O)N[C@@H]2CC[C@@H](CCNC(=O)Cc3ccccn3)O[C@H]2CO)cc1	-17	6	10	-1	2	8	20	6
CCCN1C(=O)C(=O)c2cc(C)ccc21	0	3	-4	4	2	13	-2	4
CCCc1oc(C(=O)O)cc1CN1CCCC1	-9	nt	1	6	1	18	7	-1
COc1ccc2[nH]cc(C3N4CC5(C)CN3CC(C)(C4)C5=O)c2c1 (configuration not stated)	2	nt	-13	nt	0	-4	nt	1
CNC[C@H]1Oc2ccc(NC(=O)Nc3ccc(C(F)(F)F)cc3)cc2C(=O)N([C@H](C)CO)C[C@@H]1C	nt	-4	11	-1	-2	7	5	-3
CCOC(=O)c1nnn(CC(=O)NC(=O)Nc2ccccc2)c1C(=O)OCC	-9	-5	1	-3	nt	-6	-15	nt
C[C@H]1CN([C@@H](C)CO)C(=O)c2cccc(NS(=O)(=O)c3ccc(F)cc3)c2O[C@H]1CN(C)S(=O)(=O)c1ccccc1	1	4	-1	1	-4	-35	2	-5

All compounds of this part, previewed entries included:
SMILES	ARNT-TACC3 inh	PAX8 reporter	PGC1a acetyl inh	LGR2 inh	Cneo AK release	Statin myotox sup	GSIS activator	PglD inh
CC(C)(C)c1cn(-c2ccc(F)cc2)c(=S)[nH]1	-9	nt	21	nt	3	-4	nt	-2
CN(C)C(=O)c1ccc(-c2ccc(C3[C@@H]4CN(Cc5cncnc5)C[C@H]3N4)cc2)cc1 (some centres not stated)	nt	-11	7	-17	nt	nt	6&-4	nt
COC(=O)c1ccccc1NC(=O)CNC(=O)c1ccc(OC)c(OC)c1	-9	3	nt	8	nt	nt	17	nt
COc1ccc(Br)cc1S(=O)(=O)N(CC(=O)N1CCN(C)CC1)c1ccccc1	-1	-1	-10	0	5	4	23	1
COCC(=O)Nc1ccc2c(c1)OC[C@@H](C)N(Cc1ccccc1C(=O)O)C[C@@H](C)[C@H](OC)CN(C)C2=O	nt	-6	21	-8	-3	-2	5	2
CCC(C)n1c(NC(=O)c2ccccc2)c(C#N)c2nc3ccccc3nc21 (configuration not stated)	nt	nt	17	-7	-1	nt	-45	-8
C[C@@H]1CN([C@@H](C)CO)C(=O)Cc2cc(NS(=O)(=O)c3cn(C)cn3)ccc2O[C@@H]1CN(C)C	-5	4	8	0	1	-10	15	3
COCCNC(=O)[C@H]1[C@H](CO)[C@H]2Cn3c(ccc(-c4ccccc4)c3=O)[C@@H]1N2C	-4	-7	5	-10	-3	2	2	5
CN(Cc1ccco1)C(=O)C(Cc1ccccc1)NS(=O)(=O)c1ccc2c(c1)CCC(=O)N2 (configuration not stated)	-8	-8	-15	8	-2	-4	16	5
COc1ccc(S(=O)(=O)N[C@@H]2CC[C@@H](CCNC(=O)Cc3ccccn3)O[C@H]2CO)cc1	-17	6	10	-1	2	8	20	6
CCCN1C(=O)C(=O)c2cc(C)ccc21	0	3	-4	4	2	13	-2	4
CCCc1oc(C(=O)O)cc1CN1CCCC1	-9	nt	1	6	1	18	7	-1
COc1ccc2[nH]cc(C3N4CC5(C)CN3CC(C)(C4)C5=O)c2c1 (configuration not stated)	2	nt	-13	nt	0	-4	nt	1
CNC[C@H]1Oc2ccc(NC(=O)Nc3ccc(C(F)(F)F)cc3)cc2C(=O)N([C@H](C)CO)C[C@@H]1C	nt	-4	11	-1	-2	7	5	-3
CCOC(=O)c1nnn(CC(=O)NC(=O)Nc2ccccc2)c1C(=O)OCC	-9	-5	1	-3	nt	-6	-15	nt
C[C@H]1CN([C@@H](C)CO)C(=O)c2cccc(NS(=O)(=O)c3ccc(F)cc3)c2O[C@H]1CN(C)S(=O)(=O)c1ccccc1	1	4	-1	1	-4	-35	2	-5
CCc1nnc(NC(=O)c2oc3ccccc3c2COC(C)C)s1	-3	13	-14	-1	7	-1	nt	5
Cc1cc(C(=O)CSc2nn3c(=O)c(C(C)(C)C)nnc3s2)c(C)n1C1CC1	-8	23	-7	-15	nt	nt	-10	nt
CCC1Nc2ncnc(N3CCCCC3)c2N(Cc2ccc(Br)cc2)C1=O (configuration not stated)	nt	-5	-5	5	0	13	-20	-9
CN(CCc1cn[nH]c1)Cc1nc(Cc2ccccc2)no1	2	-11	0	-10	1	-10	-8	-5
O=C(c1ccc2c3n(nc2c1)-c1ccc(Cl)cc1CO3)N1CCCCC1	7	-137	nt	-9	-6	-12	-23	1
C=CCn1c(SCC(=O)Nc2ccc(S(N)(=O)=O)cc2)nnc1-c1cnccn1	-6	1	3	-11	41	8	0	14
O=C(CNC(=O)/C(=C\c1ccc(Br)cc1)NC(=O)c1ccccc1)OCc1ccccc1	-7	-20	nt	-11	-1	nt	-28	8
CCOC(=O)c1c(C)[nH]c(C)c1C(=O)COC(=O)c1nc2nccc(C)n2n1	1	-28	-12	5	3	-3	-8	-3

Continued; the last 2 above are carried over.
SMILES	ARNT-TACC3 inh	PAX8 reporter	PGC1a acetyl inh	LGR2 inh	Cneo AK release	Statin myotox sup	GSIS activator	PglD inh
O=C(CNC(=O)/C(=C\c1ccc(Br)cc1)NC(=O)c1ccccc1)OCc1ccccc1	-7	-20	nt	-11	-1	nt	-28	8
CCOC(=O)c1c(C)[nH]c(C)c1C(=O)COC(=O)c1nc2nccc(C)n2n1	1	-28	-12	5	3	-3	-8	-3
CC(O)COc1ccc(/C(=N/O)c2ccccc2)cc1 (configuration not stated)	-3	-40	-4	nt	0	2	nt	1
Cc1c(Br)cccc1NC(=O)C1(C)CCN1Cc1ccc(OC(C)C)cc1 (configuration not stated)	nt	5	nt	0	2	-6	-25	-2
C[C@H](O)C#Cc1ccc2c(c1)O[C@H](CN(C)C(=O)c1ccncc1)[C@H](C)CN([C@@H](C)CO)S2(=O)=O	-6	6	0	3	-4	12	11	1
CCSc1nnc(NC(=O)CSc2nnc(-c3c[nH]c4ccccc34)n2C)s1	nt	-10	-6	-16	-1	-7	nt	3
O=C1c2cccnc2C(=O)N1Cc1ccc2c(c1)OCO2	25	nt	11	nt	-4	-11	15	-1
Cc1ccc(S(=O)(=O)N2CCC(=O)N(C(COCc3ccc(Cl)cc3)C(C)C)CC2)cc1 (configuration not stated)	-5	28	5	28	3	-12	-11	-2
Cn1c(NCc2ccco2)nc2ccccc21	5	nt	3	-7	-3	-13	34	-1
CCn1c(=O)[nH]c2cc(Cl)c(Cl)cc21	-6	-8	-2	-24	2	5	3	-3
C=CCNC(=O)CN1CCC(n2nnc3cc(C(F)(F)F)ccc32)CC1	2	9	3	-4	nt	nt	-11	nt
COc1ccc(-c2ccc3c(c2)O[C@@H](CN(C)C(C)=O)[C@@H](C)CN([C@@H](C)CO)S3(=O)=O)cc1	-3	nt	6	-11	0	29	25	2
CCC(=O)Nc1nnc(-c2ccncc2)s1	-1	nt	0	-5	nt	nt	17	nt
Cc1noc(C)c1CSCC(=O)Nc1nc2ccccc2s1	-4	-4	nt	-7	0	nt	5	-3
Cn1cnc(S(=O)(=O)N2C[C@H](O)COC[C@H]3O[C@H](CC(=O)NC4Cc5ccccc5C4)CC[C@@H]32)c1	-6	3	-6	0	57	7	10	-4
NC(=O)c1nc(-c2cccs2)nc2c1[nH]c(=O)n2-c1ccc(F)cc1	-11	10	-12	-35	-2	-24	3	-1
C[C@H]1CN([C@@H](C)CO)C(=O)c2cc(-c3ccc(F)cc3)cnc2O[C@@H]1CN(C)C(=O)NC1CCCC1	-10	-8	9	20	5	47	-4	0
Cn1nnnc1SCC(=O)NCc1ccco1	-4	nt	6	nt	2	6	-2	-1
CCCNC(=O)[C@H]1[C@H](CO)[C@H]2Cn3c(ccc(C4=CCCC4)c3=O)[C@@H]1N2C(=O)C1CC1	-1	0	nt	-5	14	17	0	-1
COc1cccc(-c2ccc3c(c2)O[C@H](CN(C)C(=O)C2CCC2)[C@@H](C)CN([C@H](C)CO)S3(=O)=O)c1	4	nt	-10	-3	0	-19	4	4
Cc1cc(Cl)ccc1OCC(=O)Nc1ccccc1C(=O)N1CCOCC1	-21	2	nt	-6	0	0	27	5
C[C@H]1CCCCO[C@@H](CN(C)S(=O)(=O)c2ccccc2)[C@@H](C)CN([C@@H](C)CO)C(=O)c2cc(NC(=O)CCC(F)(F)F)ccc2O1	-11	10	-20	7	51	nt	-5	-1
CCn1c(COc2ccccc2C)nnc1SCC(=O)O	-8	5	9	nt	0	-2	nt	-5
C=C(C)CN1C(=O)C(C)SC1=NN=C1SCC(=O)N1C (configuration not stated)	nt	2	1	0	-5	-6	nt	3
COc1ccccc1CCNC(=O)c1cnccn1	2	nt	19	nt	-4	7	15	2
N#CC1=C(N)Oc2n[nH]c(-c3cccnc3)c2C1c1ccc([N+](=O)[O-])o1 (configuration not stated)	3	38	-1	12	0	nt	-39	-4
CCOc1ccc(S(=O)(=O)N2CCOCC2)cc1NS(=O)(=O)c1ccc(OC)c([N+](=O)[O-])c1	2	-13	nt	3	-1	23	31	4
Cc1ccc(/C=C/C(=O)NCc2cccs2)cc1	-7	-150	nt	-9	nt	-37	-15	nt
O=C(COC(=O)C1CC1)NC(=O)NCc1ccccc1	-1	2	8	9	0	nt	-5	-4
